Assay outcomes: PubChem, National Center for Advancing Translational Sciences (NCATS)
Rhodamine autofl: rhodamine region autofluorescence; AID 594; max dye-equivalent concentration, M; Rhodamine-region fluorescence, 547/598 nm, Tris buffer; active compounds read high; hit rate 0.05% among 59,000; in the data active means max dye-equivalent concentration above about 11 nM; inconclusive means between about 1.1 nM and that limit
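Intensities are converted to rhodamine-equivalent concentration using a six-point rhodamine standard on each plate. Compounds sit 15 min at room temperature in 100 mM Tris buffer, pH 8.0; read uses the 547/598 nm excitation/emission pair.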
4-MU autofl: compound fluoresces in the 4-MU spectral region; max dye-equivalent concentration, M; compound autofluorescence, 340/450 nm, 4-MU equivalents; active compounds read high; hit rate 11% among 59,000; AID 589; in the data active means max dye-equivalent concentration above about 10 nM; inconclusive means mostly about 1.1 nM to 9.6 nM
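Compounds in 100 mM Tris, pH 8.0, incubated 15 min at room temperature, then fluorescence read at 340 nm excitation/450 nm emission. Signal converted to 4-MU dye-equivalent concentration using an on-plate six-point 4-MU standard curve.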
Casp1 inh: allosteric or competitive inhibitors of human caspase-1; P29466; Caspase-1 enzyme, Ac-WEHD-AFC fluorogenic rate; Potency, µM (titrated, usually from 57.5 µM), without a hit: top-dose activity change, negative = inhibition, hits mostly inhibitors; hit rate 0.03% among 75,000; AID 900;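 further: potency means the concentration at half of the fitted maximal effect; plate controls were vehicle for no effect and no substrate for full effect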
Fluorescein autfl: compound fluoresces in the fluorescein spectral region. Compound autofluorescence, 480/540 nm, fluorescein-equivalent; active compounds read high. hit rate 0.91% among 59,000. max fluorescein-equivalent concentration, M; in the data active means max fluorescein-equivalent concentration above about 10 nM; inconclusive means between about 1.1 nM and that limit
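Library compounds, added at multiple concentrations to pH 8.0 Tris buffer (100 mM), incubate 15 min at room temperature before CCD imaging at 480 nm excitation and 540 nm emission.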
Caspase-7 inhib: caspase-7 (human) inhibition, allosteric or competitive; recombinant caspase-7, Ac-DEVD-AFC fluorescence rate; hit rate 0.02% among 75,000; Potency, µM (titrated, usually from 57.5 µM), without a hit: at the highest dose activity change, negative = inhibition, usual class: inhibitors; AID 889; active means well fitted inhibition curve with a large enough effect in the main read-out, with a control signal flat, not every such curve was filed as active; inconclusive means small, poorly fitted or top-dose-only effect, or a change in a side signal; further: potency means the concentration at half of the fitted maximal effect; % of control where 0% means no effect
Target sequence (P55210 24-198 limits assumed): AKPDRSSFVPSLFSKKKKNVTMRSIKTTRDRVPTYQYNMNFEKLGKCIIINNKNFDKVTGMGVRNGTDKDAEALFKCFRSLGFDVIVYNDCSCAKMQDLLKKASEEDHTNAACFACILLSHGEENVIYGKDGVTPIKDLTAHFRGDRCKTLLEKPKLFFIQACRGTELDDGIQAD
Target sequence (P55210 207-303 limits assumed): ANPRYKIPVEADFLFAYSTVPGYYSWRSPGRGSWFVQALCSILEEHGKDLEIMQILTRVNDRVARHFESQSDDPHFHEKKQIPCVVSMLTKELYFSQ
Texas Red fluor: compounds fluorescent in Texas Red spectral region; Compound fluorescence, Texas Red channel, 547/618 nm; active compounds read high; max dye-equivalent concentration, M; hit rate 0.06% among 59,000; AID 587; in the data active means max dye-equivalent concentration above about 10 nM; inconclusive means between about 1.1 nM and that limit
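Compound fluorescence was read after 15 min at room temperature in 100 mM Tris, pH 8.0, using 547 nm excitation and 618 nm emission across a concentration series. It was expressed as Texas Red dye-equivalent concentration from an on-plate standard curve.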
BRCT PPI green: inhibitors of human BRCA1 BRCT-phosphoprotein interaction (green fluorophore). P38398. BRCA1 BRCT-phosphopeptide binding, green fluorescence polarization. Potency, µM (series often up to 76.9 µM), for the others: at the highest dose activity change, negative = inhibition, hits mostly inhibitors. hit rate 0.05% among 75,000. AID 875;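 further: potency means the concentration at half of the fitted maximal effect; plate controls were peptide without protein for full effect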
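Compounds were incubated for 12 min at room temperature with a complex of 100 nM fluorescein-tagged pBACH1 decapeptide and 250 nM His-tagged BRCT protein. Buffer was phosphate pH 7.3 with EDTA, DTT and Tween 20. Disruption of binding lowers the polarization signal.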
BRCT PPI red: inhibitors of human BRCA1 BRCT-phosphoprotein interaction (red fluorophore); BRCT-phosphopeptide binding, red fluorescence polarization; Potency, µM (series often up to 76.9 µM), for the others: at the highest dose activity change, negative = inhibition, actives largely listed as inhibitors; hit rate 0.03% among 75,000; AID 892; further: on the % scale 0 is the no-effect control and ±100 the full control effect
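Fluorescence polarization: 100 nM His-tagged BRCA1 BRCT with 100 nM TAMRA-labelled phospho-BACH1 decapeptide, phosphate buffer pH 7.3 with 150 mM NaCl, DTT, 0.01% Tween 20; 12 min RT. Binding inhibition seen as FP decrease.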
HEK293 cAMP cs: raises cAMP in parental HEK293 cells, TSHR agonist counter-screen; parental HEK293 CNG cAMP sensor, membrane potential fluorescence; Potency, µM (series often up to 57.1 µM), without a hit: at the top dose activation, usual class: activators; hit rate 2.5% among 73,000; AID 938; further: potency means the concentration at half of the fitted maximal effect; % of control where 0% means no effect; nearly all actives have a fitted effect of over 55% in size
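Parental HEK 293 cells stably expressing a modified CNG channel (no TSHR) report cAMP rise as membrane depolarization. Membrane potential dye with 100 uM RO 20-1724 was loaded for 60 min at room temperature, then compound added for 30 min; fluorescence read at 590 nm.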
USP2a inh: blocks human ubiquitin-specific protease USP2a; O75604; USP2a enzymatic assay, qHTS inhibition; Potency, µM (doses to about 38.3 µM), for the others: at the top dose activity change, negative = inhibition, actives largely listed as inhibitors; hit rate 0.1% among 60,000;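 further: potency means the concentration at half of the fitted maximal effect; nearly all actives have a fitted effect of over 60% in size; plate controls were DMSO for no effect and NEM full inhibition control for full effect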
Target sequence (O75604 whole entry, looked up): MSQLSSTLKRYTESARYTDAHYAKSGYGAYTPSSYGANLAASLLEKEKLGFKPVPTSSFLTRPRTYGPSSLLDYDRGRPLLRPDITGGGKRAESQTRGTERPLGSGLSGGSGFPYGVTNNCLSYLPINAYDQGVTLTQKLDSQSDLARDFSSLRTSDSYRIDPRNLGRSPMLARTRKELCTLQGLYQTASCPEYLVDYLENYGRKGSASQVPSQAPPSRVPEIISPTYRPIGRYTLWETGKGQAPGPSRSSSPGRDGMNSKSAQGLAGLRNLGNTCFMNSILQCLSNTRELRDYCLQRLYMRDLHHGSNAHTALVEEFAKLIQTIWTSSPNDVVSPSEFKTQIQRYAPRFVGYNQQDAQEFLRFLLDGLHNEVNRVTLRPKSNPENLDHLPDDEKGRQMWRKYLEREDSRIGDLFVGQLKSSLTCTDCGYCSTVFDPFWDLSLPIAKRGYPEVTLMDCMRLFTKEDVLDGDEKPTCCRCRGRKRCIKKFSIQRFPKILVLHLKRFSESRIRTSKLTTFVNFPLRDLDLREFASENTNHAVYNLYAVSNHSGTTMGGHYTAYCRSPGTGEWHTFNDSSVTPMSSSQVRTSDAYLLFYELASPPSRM
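20 nM USP2 core + cpd, 30 min RT; add 20 nM Ub-PLA2/20 uM NBD C6-HPC; read Ex460/Em535 at 0 h and 2.5 h. Normalized to NEM; qHTS curve fit/classification.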
A350 fluor: compound fluoresces in the Alexa 350 spectral region | Compound autofluorescence, 340/450 nm, Alexa 350 dye-equivalents; active compounds read high | max dye-equivalent concentration, M | hit rate 11% among 59,000; in the data active means max dye-equivalent concentration above about 10 nM; inconclusive means mostly about 1.1 nM to 9.6 nM
Active calls of the source: *; i = inactive; ? = inconclusive; / = not tested or not shown; [ ] = dose if it differs, or a comment. Unless noted, the call rests on the fitted dose curve; in most records, active means well fitted curve in the direction sought with a large enough effect; inconclusive means small, poorly fitted or top-dose-only effect, or another doubt; inactive means no such curve, though single readings can be large; an effect the other way counts as inactive or inconclusive. An excerpt (hit frequency here may not be typical).

SMILES | Rhodamine autofl | 4-MU autofl | Casp1 inh | Fluorescein autfl | Caspase-7 inhib | Texas Red fluor | BRCT PPI green | BRCT PPI red | HEK293 cAMP cs | USP2a inh | A350 fluor
CC[n+]1cc(-c2ccccc2)nc(N2CCOCC2)n1 | i | i | 0% | i | 1% | i | -1.2% | 0.9% | 10% | -3% | i
C=CCn1c(=O)c2c(nc3n2CCS3)n(C)c1=O | i | i | -1% | i | 3% | i | -0.9% | -0.6% | -15% | -5% | i
CCOC(=O)CN1C(=O)C(O)(CC(=O)c2ccccn2)c2ccccc21 (stereo unspecified) | / | / | -1% | / | -1% | / | -0.7% | 0.6% | ? | / | /
CCCC(=O)n1nc(-c2ccc(Cl)cc2)nc1SC | i | i | 0% | i | 1% | i | -0.7% | -1.7% | 13% | -4% | i
Cc1ccc(S(=O)(=O)NC(CC(=O)NCC2CCCO2)c2ccco2)cc1 (stereo unspecified) | i | i | 0% | i | 1% | i | -0.9% | -0.8% | -1% | 1% | i
CCOC(=O)N1CCC(NC(=O)C2CCN(S(=O)(=O)c3cccs3)CC2)CC1 | i | i | -1% | i | -1% | i | -0.3% | -1.1% | 2% | 1% | i
CCOC(=O)c1snc(-c2ccc(F)cc2)c1N | i | ? | 1% | i | 0% | i | -1.8% | 0.7% | 9% | / | ?
O=C(NC1CCCCC1)c1ccc(CS(=O)(=O)Cc2ccccc2F)o1 | i | i | 2% | i | 0% | i | -0.4% | 0.1% | 7% | 4% | i
c1ccc2c(NC3CC3)nc(-c3ccoc3)nc2c1 | i | i | -6% | ? | -11% | i | 0.6% | -1.0% | 18% | 170%[activator] | i
O=C(Nc1nccs1)c1ccc(S(=O)(=O)NCc2cccs2)cc1 | i | i | -2% | ? | -1% | i | 2.6% | 1.8% | 6% | 175%[activator] | i
CCOc1cc(-c2c(C)c(CC)nc(N)c2C#N)ccc1O | i | 1.6e-08M* | 0% | i | 1% | ? | -0.5% | -0.6% | ? | -7% | 1.5e-08M*
CN(C(=O)COC(=O)c1nc(-c2ccccc2)n(-c2ccccc2)n1)C1CCS(=O)(=O)C1 (stereo unspecified) | i | i | 1% | ? | 0% | i | -2.6% | -0.8% | 1% | -4% | i
CCCCN(C)CCCNC(=O)CS(=O)Cc1nc(-c2ccc(OC)c(OC)c2)oc1C (stereo unspecified) | i | i | -2% | ? | 0% | i | 0.2% | 0.8% | ? | 5% | i
CC(C)Cn1c(SCC(=O)c2ccc(Cl)s2)nnc1-c1ccco1 | i | i | -3% | i | -5% | i | 2.8% | 0.3% | 20µM* | 5% | i
Cn1c(C(=O)NCC2CCCO2)cc2c(=O)[nH]c3ccccc3c21 (stereo unspecified) | i | i | 1% | ? | 0% | i | 3.7% | -3.8% | 1% | 10% | i
CN(C)C(CNc1nnnn1-c1ccccc1)c1ccco1 (stereo unspecified) | i | ? | -4% | ? | -8% | i | 2.7% | -3.5% | 12% | 26% | ?
O=C(c1cccs1)N1CCC(c2nc(-c3ccc(S(=O)(=O)N4CCOCC4)cc3)no2)CC1 | i | i | 1% | ? | -4% | ? | -0.1% | -1.4% | 12% | 22% | i
Cc1cccc(-c2nc(CN3CCCC(C(=O)NC4CCC(C)CC4)C3)c(C)o2)c1 (stereo unspecified) | i | i | 2% | i | 0% | ? | -1.0% | -1.4% | 22% | 40%[activator] | i
COc1ccc(N(C)S(=O)(=O)c2ccc3c(c2)CCC(=O)N3)cc1 | i | i | 0% | i | -1% | i | 0.4% | -1.7% | 4% | 4% | i
O=C1c2ccccc2C(=O)N1CCCCn1c(=O)oc2ccccc21 | i | i | 3% | i | 1% | ? | 1.5% | -1.0% | ? | 2% | i
Cc1ccccc1NCN1C(=O)C2C3C=CC(C3)C2C1=O (stereo unspecified) | / | / | -1% | / | 0% | / | -3.6% | -1.7% | 2% | -3% | /
CS(=O)(=O)N1CCc2cc(C(=O)O)ccc21 | i | i | 0% | i | 3% | i | -1.5% | 0.2% | 0% | 5% | i
Cc1ccc(C2CC(c3ccccc3)n3ncnc3N2)cc1 (stereo unspecified) | / | / | -3% | / | -6% | / | 3.3% | -1.2% | -1% | / | /
CCOc1ccc(C(=O)OCC(=O)NCc2ccco2)cc1OCC | i | i | -3% | ? | -4% | i | -0.5% | -2.8% | 12% | 13% | i
CC(=O)/C(C(=N)N1CCN(Cc2ccccc2)CC1)=C(\C)O | / | / | -2% | / | -1% | / | 0.8% | -0.5% | -7% | -2% | /
CC(=O)C1=C(C)N=c2s/c(=C/c3ccc4c(c3)OCO4)c(=O)n2C1c1ccc(N(C)C)cc1 (stereo unspecified) | i | i | 0% | i | -2% | i | 23% | 13% | 11% | 19% | i
COC(=O)[C@@]1(Cc2ccc(OC)cc2)[C@H]2c3cc(C(=O)N4CCCC4)n(Cc4ccc(C(F)(F)F)nc4)c3C[C@H]2CN1C(=O)c1ccccc1 | / | / | -4% | / | -4% | / | 0.2% | 1.8% | ? | / | /
CCOC(=O)c1cnc(SCC(=O)c2ccccc2)nc1N | / | / | 0% | / | 0% | / | 1.3% | 0.8% | 29% | -1% | /
O=C(c1ccco1)N1CCN(C(=O)N2CCOCC2)CC1 | / | / | 0% | / | -1% | / | -2.3% | 0.0% | -6% | / | /
COc1ccc(CCNS(=O)(=O)c2ccc3c(c2)oc(=O)n3C)cc1OC | / | / | -4% | / | 0% | / | 0.3% | -0.1% | -1% | / | /
O=C(COc1cc(Cl)c(Cl)cc1Cl)Nn1cnnc1 | i | i | 0% | i | 1% | i | 0.3% | -0.2% | 7% | 2% | i
COc1ccc(-c2noc(CSc3nc(N)c(-c4ccccc4)c(=O)[nH]3)n2)cc1OC | i | i | 0% | i | 4% | i | 3.3% | -1.9% | 0% | -3% | i
Cc1ccc(C(C(=O)NC2CCCC2)N(Cc2cccs2)C(=O)CNC(=O)c2cccs2)o1 (stereo unspecified) | i | i | -3% | ? | -3% | i | 0.1% | -1.3% | 27% | 19% | i
O=C1c2ccccc2C(=O)C1(O)O | / | / | ? | / | -1% | / | -2.5% | 1.3% | -27% | / | /
COc1cccc(Cn2cccc(NC(=O)NC3CCCCC3)c2=O)c1 | i | i | ? | ? | -14% | ? | 1.2% | 0.6% | 28% | 15% | ?
CCOc1ccc(NC(=O)CN2C(=O)C3CCCN3C2=O)cc1 (stereo unspecified) | / | / | 0% | / | 1% | / | -2.1% | -1.4% | 1% | / | /
C=CC(=O)OCCOCCOC(=O)C=C | / | / | -3% | / | -1% | / | -0.9% | 0.3% | 23% | / | /
CCCC(=O)c1ccc(N2CCN(C(=O)OCC)CC2)c(F)c1 | i | 1e-08M* | -4% | i | -4% | i | -1.2% | -0.4% | 12% | 0% | 1e-08M*
COc1ccc(Oc2c(C)oc3cc(OC(=O)N4CCOCC4)ccc3c2=O)cc1 | i | i | 1% | i | 1% | i | 1.6% | 1.8% | 15% | 8% | ?
CCOC(=O)C1CCCN(Cc2ccccc2OCC)C1 (stereo unspecified) | i | i | -1% | i | 0% | i | -0.8% | 1.6% | 19% | 9% | i
CC(C)c1nnc(NC(=O)C2CCN(c3nc4ccccc4s3)CC2)s1 | i | i | 2% | i | -2% | ? | -2.0% | 0.6% | 20% | 9% | i
COc1ccc(CCNC(=O)CSc2nnc(-c3ccc(F)cc3)o2)cc1OC | i | i | -1% | i | 3% | ? | -4.4% | -0.6% | 6% | 3% | i
C=CCc1cc(OC)ccc1OCCON1C(=O)CCC1=O | i | i | 0% | i | -2% | i | -0.1% | 0.9% | 2% | -4% | i
O=S(=O)(Cc1ccccc1Cl)N1CCCCC1 | i | i | 0% | i | 2% | i | 0.2% | 0.2% | 20% | 1% | i
Cn1c(NC(=O)c2ccccc2C(F)(F)F)cc(=O)n(C)c1=O | / | / | -3% | / | -1% | / | -1.4% | -2.0% | 1% | / | /

Molecules above with fluorine (6):
SMILES | Rhodamine autofl | 4-MU autofl | Casp1 inh | Fluorescein autfl | Caspase-7 inhib | Texas Red fluor | BRCT PPI green | BRCT PPI red | HEK293 cAMP cs | USP2a inh | A350 fluor
CCOC(=O)c1snc(-c2ccc(F)cc2)c1N | i | ? | 1% | i | 0% | i | -1.8% | 0.7% | 9% | / | ?
O=C(NC1CCCCC1)c1ccc(CS(=O)(=O)Cc2ccccc2F)o1 | i | i | 2% | i | 0% | i | -0.4% | 0.1% | 7% | 4% | i
COC(=O)[C@@]1(Cc2ccc(OC)cc2)[C@H]2c3cc(C(=O)N4CCCC4)n(Cc4ccc(C(F)(F)F)nc4)c3C[C@H]2CN1C(=O)c1ccccc1 | / | / | -4% | / | -4% | / | 0.2% | 1.8% | ? | / | /
CCCC(=O)c1ccc(N2CCN(C(=O)OCC)CC2)c(F)c1 | i | 1e-08M* | -4% | i | -4% | i | -1.2% | -0.4% | 12% | 0% | 1e-08M*
COc1ccc(CCNC(=O)CSc2nnc(-c3ccc(F)cc3)o2)cc1OC | i | i | -1% | i | 3% | ? | -4.4% | -0.6% | 6% | 3% | i
Cn1c(NC(=O)c2ccccc2C(F)(F)F)cc(=O)n(C)c1=O | / | / | -3% | / | -1% | / | -1.4% | -2.0% | 1% | / | /
